APEX1 inh: qHTS Assay for Inhibitors of the Human Apurinic/apyrimidinic Endonuclease 1 (APE1) | DNA repair nuclease/redox regulator APEX1 (Homo sapiens), P27695 | recombinant APE1, TAMRA/BHQ-2 abasic DNA cleavage fluorescence | Potency, µM (top dose mostly 65.8 µM), inactives show at the top dose activity change, negative = inhibition, hits mostly inhibitors | 350,000 compounds, 0.35% hits | AID 2517, 2012;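 also: plate controls were vehicle for no effect and reference inhibitor for full effect; nearly all actives have a fitted effect of over 55% in size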
Target sequence (P27695 whole entry, looked up): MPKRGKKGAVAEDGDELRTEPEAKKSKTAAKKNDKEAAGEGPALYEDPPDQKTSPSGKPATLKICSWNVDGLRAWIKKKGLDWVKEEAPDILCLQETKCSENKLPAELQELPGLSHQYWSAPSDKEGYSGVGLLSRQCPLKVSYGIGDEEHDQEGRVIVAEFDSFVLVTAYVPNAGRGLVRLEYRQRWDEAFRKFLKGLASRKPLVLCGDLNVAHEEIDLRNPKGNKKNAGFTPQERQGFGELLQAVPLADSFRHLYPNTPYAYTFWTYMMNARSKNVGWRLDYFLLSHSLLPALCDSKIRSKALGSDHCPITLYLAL
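Substrate: short duplex with […] THF abasic site, 5'-TAMRA and 3'-BHQ-2, 50 nM final. APE1 at 0.75 nM, preincubated 15 min RT with compound. Fluorescence increase from first to third read measured activity.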
Anesthetic bind: qHTS Assay for Identification of Novel General Anesthetics | Ferritin light chain (Equus caballus), P02791 | apoferritin/1-aminoanthracene competitive binding, fluorescence | Potency, µM (titrated, usually from 77.5 µM), for inactives: at the highest dose activity change, negative = displacement, usual class: inhibitors | 350,000 compounds, 0.074% hits; also: nearly all actives have a fitted effect of over 20% in size
Target sequence (P02791 2-175 limits assumed): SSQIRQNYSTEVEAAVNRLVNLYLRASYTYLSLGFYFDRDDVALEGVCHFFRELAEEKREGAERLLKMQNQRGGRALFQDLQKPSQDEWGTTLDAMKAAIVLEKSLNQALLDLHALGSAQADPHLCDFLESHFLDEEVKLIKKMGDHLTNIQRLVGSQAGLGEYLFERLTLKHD
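Horse-spleen apoferritin (10 uM) in 50% saturated 1-aminoanthracene in PBS was incubated 10 min at room temperature with compound. Fluorescence (ex 380, em 535 nm) was normalized to free and bound 1-AMA, with concentration-response fitted by a four-parameter Hill equation.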
BLM helicase inh: qHTS Assay for Inhibitors of Bloom's syndrome helicase (BLM); RecQ-like DNA helicase BLM (Homo sapiens), P54132; recombinant BLM DNA unwinding, fluorescence dequenching; Potency, µM (doses to about 56.1 µM), for inactives: top-dose activity change, negative = inhibition, actives largely listed as inhibitors; 350,000 compounds, 0.2% hits;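 also: plate controls were vehicle for no effect and no enzyme for full effect; nearly all actives have a fitted effect of over 35% in size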
Starred values were filed as active, the others as inactive; ? = inconclusive; & = joins results of further samples; [ ] = another dose, or the depositor's remark. Calls follow the shape of the dose curve; as a rule, active = well fitted curve in the direction sought with a large enough effect; inconclusive = small, poorly fitted or top-dose-only effect, or another doubt; inactive = no such curve, though single readings can be large; an effect the other way counts as inactive or inconclusive. Unless noted, % is scaled to controls: 0 for no effect and ±100 for the full control effect; potency is read from the fitted curve at half-maximal effect.

Value order: APEX1 inh	Anesthetic bind	BLM helicase inh
> COc1cc(NS(=O)(=O)c2ccc([N+](=O)[O-])cc2)c2ncccc2c1
→ -5%	-20%	-6%
> CSCC[C@@H]1NC(=O)C/C=C\[C@@H](C)COC(=O)[C@H](C)COC1=O
→ 28%[12.4 µM]	6%[15.3 µM]	0%[12.4 µM]
> CCCCNc1nc(C#N)nc(Nc2ccccc2)n1
→ -18%	0%	-7%
> COC(=O)[C@@]1(Cc2ccc(OC)cc2)[C@H]2c3cc(C(=O)N(C)C)n(CCc4ccc(O)c(OC)c4)c3C[C@H]2CN1C(=O)c1ccccc1
→ 14%	-13%	5%
> Cc1ccccc1OC1C=CC(c2ccccc2)OC1CO (centres undefined)
→ 35%[activator][12.4 µM]	-6%[15.3 µM]	2%[12.4 µM]
> Cc1ccc(CCN2C(=O)c3ccc(C(=O)O)cc3C2=O)cc1
→ -7%	-3%	2%
> CCCn1c(C)nc2c(N3CCN(C)CC3)nc(C)nc21
→ 0%	0%	0%
> C#CCCCO/N=C1/C[C@@H](O)[C@@H](O)[C@@H]2[C@@H]3C(=O)N(C4CCCCC4)C(=O)[C@H]3CC[C@H]12
→ 8%[12.4 µM]	0%[15.3 µM]	-1%[12.4 µM]
> CC1(C)O[C@H]2O[C@@H]([C@H](O)CON3C(=O)c4ccccc4C3=O)[C@H](O)[C@H]2O1
→ -6%[12.4 µM]	3%[15.3 µM]	0%[12.4 µM]
> CCN(CC)CCn1c(-c2ccccc2)nc2c(NCc3ccccc3)nc(C)nc21
→ -4%	-8%	1%
> C=CC[C@@H]1C=C[C@@H](O/N=C(/C)CCC(=O)OC[C@@H]2O[C@H](c3ccccc3)C=C[C@@H]2Oc2ccc(OC)cc2)[C@@H](CO)O1
→ ?	-6%[15.3 µM]	-7%[12.4 µM]
> COC(=O)[C@@]1(Cc2ccc(OC)cc2)[C@H]2c3cc(C(=O)N4CCCC4)n(CCN4CNCC4=O)c3C[C@H]2CN1C(=O)c1ccccc1
→ 0%	-12%	0%
> CCCn1c(C)nc2c(N(CCOC)CCOC)nc(C)nc21
→ 2%	-1%	-2%
> C/C(CCC(=O)OC[C@@H]1O[C@H](C#Cc2ccccc2)C=C[C@@H]1Oc1ccc(C)cc1)=N/O[C@@H](C)c1cc(-c2c(C)cc(C)cc2C)no1
→ 15%[12.4 µM]	2%[15.3 µM]	3%[12.4 µM]
> CCCC/C=C/C(NC(=O)c1ccc(C(F)(F)F)cc1)c1ccccc1 (centres undefined)
→ -11%	-3%	2%
> CCCNC(=O)OC[C@@H]1O[C@H](c2ccccc2)C=C[C@@H]1Oc1ccc(OC)cc1
→ -3%[12.4 µM]	0%[15.3 µM]	2%[12.4 µM]
> CCN1C(=O)[C@H]2[C@H]3[C@H](O)[C@H](O)C/C(=N/OCC[C@H]4C=C[C@H](OC(C)=O)[C@@H](COC(C)=O)O4)[C@@H]3CC[C@@H]2C1=O
→ 25%[12.4 µM]	-3%[15.3 µM]	5%[12.4 µM]
> CC(=O)OC[C@@H]1O[C@@H](O/N=C2/C[C@@H](O)[C@@H](O)[C@@H]3[C@@H]4C(=O)N(C(C)(C)C)C(=O)[C@H]4CC[C@H]23)[C@H](OC(C)=O)[C@H](OC(C)=O)[C@@H]1OC(C)=O
→ ?	-3%[15.3 µM]	1%[12.4 µM]
> COC(=O)[C@@H]1CC[C@H](C)[C@@H](c2ccc(C)cc2)N1C(=O)c1ccc(/C=N\OC[C@@H](C)[C@H](OCc2ccccc2)C(C)C)cc1
→ 42%[activator][12.4 µM]	-1%[15.3 µM]	-4%[12.4 µM]
> CCCC/C=C/C(NC(=O)C(C)(C)C)c1ccccc1 (centres undefined)
→ -4%	-4%	1%
> Cc1cc2c(nc1C)CCCCN2C[C@H](C)O/N=C1/[C@H]2O[C@@H]2[C@@H](O)[C@H]2[C@H]1CCn1c(=O)n(-c3ccccc3)c(=O)n12
→ 41%[activator][12.4 µM]	-4%[15.3 µM]	4%[12.4 µM]
> COc1ccc(COC(=O)N/N=C2/C[C@@H](O)[C@@H](O)[C@@H]3[C@@H]4C(=O)N(C(C)(C)C)C(=O)[C@H]4CC[C@@H]23)cc1
→ ?	-4%[15.3 µM]	-1%[12.4 µM]
> CC(=O)c1ccc(OC2C=CC(C#Cc3ccc(Br)cc3)OC2CO)cc1 (centres undefined)
→ ?	?	-5%[12.4 µM]
> COC(=O)[C@@]1(Cc2ccc(OC)cc2)[C@H]2c3cc(C(=O)N4CCCC4)n(Cc4ccsc4Br)c3C[C@H]2CN1C(=O)c1ccccc1
→ -5%	5%	-13%
> CC(=O)N1CC=CC1(CC(C)C)C(=O)NCc1ccccn1 (centres undefined)
→ -12%	-4%	-1%
> CCCn1c(-c2ccc(F)cc2)nc2c(NCC3CCCN3CC)nc(C)nc21 (centres undefined)
→ 20%	-4%	-6%
> CC(C)=CCC/C(C)=C/CO/N=C1/C[C@@H](O)[C@@H](O)[C@@H]2[C@@H]3C(=O)N(C4CCCCC4)C(=O)[C@H]3CC[C@@H]12
→ -11%[12.4 µM]	-7%[15.3 µM]	-3%[12.4 µM]
> C=CC(=O)N1C(=O)c2ccccc2S1(=O)=O
→ -5%	-9%[15.3 µM]	2%
> CCCCCCC1=Cc2cc(OC)c(OC)cc2C(C(C(C)=O)C(=O)OCC)O1 (centres undefined)
→ 7%[12.4 µM]	-14%[15.3 µM]	5%[12.4 µM]
> CC(=O)OC[C@@H]1O[C@@H](O/N=C2/C[C@@H](O)[C@@H](O)[C@@H]3[C@@H]4C(=O)N(c5cccc(Oc6ccccc6)c5)C(=O)[C@H]4CC[C@@H]23)[C@H](OC(C)=O)[C@H](OC(C)=O)[C@@H]1OC(C)=O
→ ?	6%[15.3 µM]	0%[12.4 µM]

7 entries from above, ordered by the value under APEX1 inh, high to low.
mol	APEX1 inh
CCCn1c(-c2ccc(F)cc2)nc2c(NCC3CCCN3CC)nc(C)nc21 (centres undefined)	20%
COC(=O)[C@@]1(Cc2ccc(OC)cc2)[C@H]2c3cc(C(=O)N(C)C)n(CCc4ccc(O)c(OC)c4)c3C[C@H]2CN1C(=O)c1ccccc1	14%
CCCn1c(C)nc2c(N3CCN(C)CC3)nc(C)nc21	0%
CCCC/C=C/C(NC(=O)C(C)(C)C)c1ccccc1 (centres undefined)	-4%
CCCC/C=C/C(NC(=O)c1ccc(C(F)(F)F)cc1)c1ccccc1 (centres undefined)	-11%
CC(=O)N1CC=CC1(CC(C)C)C(=O)NCc1ccccn1 (centres undefined)	-12%
CCCCNc1nc(C#N)nc(Nc2ccccc2)n1	-18%

Entries from the list above that contain bromine, in the order listed:
Value order: APEX1 inh	Anesthetic bind	BLM helicase inh
> CC(=O)c1ccc(OC2C=CC(C#Cc3ccc(Br)cc3)OC2CO)cc1 (centres undefined)
→ ?	?	-5%[12.4 µM]
> COC(=O)[C@@]1(Cc2ccc(OC)cc2)[C@H]2c3cc(C(=O)N4CCCC4)n(Cc4ccsc4Br)c3C[C@H]2CN1C(=O)c1ccccc1
→ -5%	5%	-13%

(listing goes on)
Value order: APEX1 inh	Anesthetic bind	BLM helicase inh
> C[C@@H](C(=O)Nc1ccc2ccccc2c1)[C@@H]1C[C@@]1(C)[C@@H](NC(=O)Oc1ccc(F)cc1)c1ccccc1
→ -6%	-2%	-8%
> CCCn1c(C)nc2c(NCCCCN3CCCC3)nc(C)nc21
→ -1%	-4%	2%
> COc1ccc(-c2oc3cc(OC)ccc3c2C(=O)c2ccc(C#N)cc2)cc1
→ -8%	-4%	-7%
> O=C1CCCC=C1[C@H](O)c1ccc([N+](=O)[O-])cc1
→ 26%[12.4 µM]	-1%[15.3 µM]	5%[12.4 µM]
> Cc1nc(N2CCOCC2)c2nc(-c3ccccc3)n(CCN3CCCC3)c2n1
→ -4%	2%	4%
> CCCn1c(C)nc2c(NCCCN(CC)CC)nc(C)nc21
→ -5%	-1%	3%
> C[C@@](Cc1ccccc1)(C(=O)O)N1C(=O)c2ccc(C(=O)O)cc2C1=O
→ 1%	5%	-2%
> CCN(CC)CCCCn1c(-c2ccccc2)nc2c(N3CCOCC3)nc(C)nc21
→ -5%	-9%	-7%
> CCN1C(C)=C(C(=O)OC)C(c2ccccc2)N2C(=O)[C@](O)(C(=O)OC)C(c3ccccc3)C(C(C)=O)=C12 (some centres undefined)
→ 13%[12.4 µM]	-3%[15.3 µM]	-2%[12.4 µM]
> Cc1nc(Nc2ccccc2)c2nc(-c3ccccc3)n(CCCN3CCCCC3C)c2n1 (centres undefined)
→ ?	-19%	0%
> C[C@H]1C2=C3C(C[C@H]4C(=O)N(c5ccccc5)C(=O)[C@H]4[C@H]3[C@@]3(Cc4ccccc4)C(=NCCc4c[nH]c5ccccc45)OC(=O)N3C2=O)[C@H]2C(=O)N(c3ccccc3)C(=O)[C@H]21 (some centres undefined)
→ -10%	3%	-4%
> COC(=O)c1ccc(C(NC(=O)OCc2ccccc2)/C(C)=C/[C@@H](C)C(=O)N2CCN(C)CC2)cc1 (some centres undefined)
→ -11%	-7%	-1%
> O=C1C2=CC[C@@H]3C(=O)N(c4ccc(F)cc4F)C(=O)[C@H]3[C@H]2[C@H](O)[C@H]2O[C@H]12
→ 1%[12.4 µM]	8%[15.3 µM]	-2%[12.4 µM]
> COC(=O)c1ccc(C(NC(=O)OCc2ccccc2)/C(I)=C/[C@@H](C)C(=O)NCc2ccncc2)cc1 (some centres undefined)
→ -6%	-12%	-5%
> [C-]#[N+]/C(C#N)=C\c1cc(C(C)(C)C)c(O)c(C(C)(C)C)c1
→ ?	?	?
> CCN(CC)C[C@@H](O)CN1CCCCc2nc(C)c(C)cc21
→ 26%[12.4 µM]	12%[15.3 µM]	6%[12.4 µM]
> COC(=O)C1=C(C)N(Cc2ccccc2)[C@]23O[C@](C(=O)OC)(C(=O)N2C1c1ccccc1)C1C(=O)N(c2ccccc2)C(=O)C13 (some centres undefined)
→ 5%&-9%[12.4 µM]	-4%&-6%[15.3 µM]	-2%&-6%[12.4 µM]
> COC(=O)[C@@]1(Cc2ccccc2)[C@H]2c3cc(C(=O)N4CCCC4)n(Cc4cc(F)cc5c4OCOC5)c3C[C@H]2CN1C(=O)c1ccccc1
→ ?	-11%	-6%
> CO[C@@H]1/C=C\CC(=O)N2CCC[C@@H]2C(=O)OC[C@H](C)C(=O)OC[C@H]1C
→ -11%[12.4 µM]	3%[15.3 µM]	-3%[12.4 µM]
> COc1ccc(C2=Nn3c(nnc3-c3cccc(OC)c3OC)SC2)c(OC)c1
→ -3%	-22%	-6%
> CO[C@H]1COC(=O)C/C=C\[C@H](C)[C@@H](OC)COC(=O)[C@H](Cc2ccccc2)NC(=O)C/C=C\[C@@H]1C
→ ?	21%[15.3 µM]	1%[12.4 µM]
> CCc1c2c(nc3cccc(OC)c13)OC(CC)C2 (centres undefined)
→ -2%	-22%	-9%
> C/C=C/OC(=O)NC(c1ccccc1)[C@]1(C(C)=O)CCCC1=O (some centres undefined)
→ ?	2%[15.3 µM]	5%[12.4 µM]
> CCC1=C2CC[C@H]3C(=O)NC(=O)[C@H]3[C@H]2[C@@]2(C)C(=NCC3CC3)OC(=O)N2C1=O
→ -5%	3%	-11%
> CC[C@H]1C2=C3C(CC[C@H]4C(OCc5ccc(F)cc5C(F)(F)F)OC[C@](C)([C@@H]34)N(C(=O)OC(C)(C)C)C2)C(COC(C)=O)C1COC(C)=O (some centres undefined)
→ -1%	0%	-5%
> CCc1c2c(nc3c(C(C)C)cccc13)-c1cccc(=O)n1C2
→ -5%	-17%	-14%
> CCN(CC)CCCCn1c(-c2ccccc2)nc2c(Nc3ccccc3)nc(C)nc21
→ 10%	-16%	-3%
> COC(=O)C1=C(C)N(Cc2ccccc2)C2=C(C(=O)c3ccccc3)C(c3ccccc3)[C@@](O)(C(=O)OC)C(=O)N2C1c1ccccc1 (some centres undefined)
→ 9%&14%[12.4 µM]	-11%&5%[15.3 µM]	-8%&0%[12.4 µM]
> CCN1C(C)=C(C(=O)OC)C(c2ccccc2)N2C(=O)[C@](O)(C(=O)OC)CC(C(C)=O)=C12 (some centres undefined)
→ -11%[12.4 µM]	2%[15.3 µM]	1%[12.4 µM]

An excerpt from above, reduced to Anesthetic bind and APEX1 inh:
structure,Anesthetic bind,APEX1 inh
C[C@H]1C2=C3C(C[C@H]4C(=O)N(c5ccccc5)C(=O)[C@H]4[C@H]3[C@@]3(Cc4ccccc4)C(=NCCc4c[nH]c5ccccc45)OC(=O)N3C2=O)[C@H]2C(=O)N(c3ccccc3)C(=O)[C@H]21 (some centres undefined),3%,-10%
C[C@@H](C(=O)Nc1ccc2ccccc2c1)[C@@H]1C[C@@]1(C)[C@@H](NC(=O)Oc1ccc(F)cc1)c1ccccc1,-2%,-6%

The list is partial, so the mix of outcomes need not match the whole.
